# MT stabilize HCS: microtubule stabilization, imaging screen; HeLa tubulin immunostaining HCS, 24 h; share of cells brighter than vehicle mean+2SD; 0.83% of 200,000 active; % tubulin-high responders, % at 10 µM;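 active means plate Z-score above 3 for both tubulin-high and condensed-nucleus cell shares, with cell loss under 80%, at 10 µM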;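 further: anti alpha tubulin signal scored within the nucleus-defined area of each cell; some results filed as inactive read as strong as hits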
# WT yeast gro inh: growth inhibition of WT yeast, mitochondrial fusion screen; mitochondrial fusion phenotypic screen, WT strain; inhibition, % at 10 µM; 2.1% of 190,000 active; AID 1362; in the data active means inhibition above about 58%; tested in S. cerevisiae
# Autophagy mod: autophagy modulation, high-content screen; calls only at 10 µM (by protocol); 0.98% of 190,000 active; MEF GFP-LC3 puncta imaging; test concentration mostly 10 µM;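 active means percentage of spot-positive cells more than 3 SD above its plate mean, without a fluorescence outlier flag or 80% toxicity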;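 further: spot-positive cell cutoff set from DMSO-treated cells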
# HEK293 NOD2/NF-kB: NOD2 signaling inhibitors, cell-based, luminescence, uHTS, HEK293 (AID 1566) | HEK293 NOD2/NF-kB luciferase reporter, luminescence; higher % means a stronger effect | 0.63% of 290,000 active | inhibition, % at 4 µM, or EC50 in µM where a hit was titrated; in the data active means inhibition above about 50%; further: many of its hits are not listed in these tables
# Yfh1-off respiration: mitochondrial function rescue without frataxin homolog – Friedreich's ataxia, plus single-dose screen, dose response (AID 1465); S. cerevisiae Yfh1-off respiration, WST-1 reduction, 72 h; higher fold induction means a stronger effect; fold induction at 50 µM; hits with a dose series show EC50 in µM; 0.074% of 220,000 active;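 active means fold induction of absorbance versus untreated yeast above a set limit, then at least 30% activation at any dose in follow-up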;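 further: activators that raise dye reduction in frataxin-depleted yeast; strong numbers were not always called active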
# bCat nuc transl: beta-catenin nuclear translocation modulation; AID 1665; HeLa beta-catenin nuclear translocation, immunofluorescence imaging; nuclear translocation activity, % at 5 µM; 0.3% of 190,000 active;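 active means nuclear translocation activity above 50% at 5 µM, with a well cell count of 50 or more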;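 further: per-cell ratio of nuclear to cytoplasmic median beta-catenin stain intensity; plate controls were DMSO negative control for no effect and GSK-3 inhibitor IX positive control for full effect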
#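 Assay system: human HeLa cells, native beta-catenin; doses: 5 µM primary, 0.02–20 µM confirmation; incubation: compound treatment 24 h, 37°C, 5% CO2; technique: fluorescence imaging of beta-catenin antibody stain plus DAPI; measure: % activation, nuclear-to-cytoplasmic median beta-catenin signal ratio per cell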
# Insulin prom up: MIN6 insulin promoter up-regulation | MIN6 insulin promoter-GFP reporter, high-content imaging; stronger effect = higher value | z-score at 5 µM | 0.3% of 190,000 active | AID 1625;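 active means z-score above 3 at 5 µM with at least 500 cells counted in the well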
# Lipid droplet: hepatic lipid droplet formation modulation. 0.4% of 240,000 active. AID 1656. inhibition, % at 6.5 µM. AML12 mouse hepatocytes, oleate lipid droplets, BODIPY imaging;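 active means lipid droplet intensity inhibited by at least 50%, with more than 500 cells counted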
#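 Assay system: AML12 mouse liver cells | Compound dosing: One dose, 6.5 µM compound | Read-out basis: Droplet intensity reduction, % inhibition | Measured by: Fluorescence imaging, 20x objective, two fields per well | Schedule: Overnight treatment with compound plus oleate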
# Dynein transport: blocks dynein driven cargo transport along microtubules | 0.47% of 220,000 active | AID 1381 | z-score, hits read low | 3617.4 mouse cells, GR-EGFP nuclear translocation imaging; test concentration mostly 20 µM; stimulated with dexamethasone, 1 µM; stronger effect = lower value;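 active means plate z-score of nuclear minus cytoplasmic receptor signal below a set negative limit, without overly bright fluorescence or cell loss, cut at about -3.5 in these data, passing the limit was not always enough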;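 further: z-score of nuclear minus cytoplasmic ring GR-EGFP intensity difference per well; some compounds called inactive have numbers as strong as hits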
#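 medium = tetracycline-free induction medium containing charcoal-stripped FBS | probe or stimulus = dexamethasone, 1.0 µM final | timing = 48 h induction, then 1 h compound, then 30 min agonist, 37 °C | detection = automated 10x imaging of fixed Hoechst-stained cells | read-out basis = nuclear versus cytoplasmic GR-EGFP signal, averaged per well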
# WT yeast gro inh mutant strain: second read-out of WT yeast gro inh, no call of its own (marks repeat the call); inhibition, %; mitochondrial fusion phenotypic screen, mutant strain inhibition
# Dynein transport cytoplasmic EGFP: second read-out of Dynein transport, no call of its own (marks repeat the call); z-score; measured here: cytoplasmic GR-EGFP intensity; stronger effect = higher value
# Dynein transport nuclear GR-EGFP: second read-out of Dynein transport, no call of its own (marks repeat the call); z-score; measured here: nuclear GR-EGFP intensity;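 lower value marks the stronger effect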
# Dynein transport cell count: recorded beside Dynein transport, whose call it bears; z-score; measured here: cell count per field
# Insulin prom up cell count: further read-out of Insulin prom up, marked with its call; cell count; measured here: cytotoxicity, nuclei count;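 total cells summed across four imaged fields per well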
# Lipid droplet cells 6.5 µM: also measured in Lipid droplet; calls as there; cell count; measured here: cell count, cytotoxicity flag;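 cells counted across two imaged fields per well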
# bCat nuc transl cell count 5 µM: also measured in bCat nuc transl; calls as there; cell count; measured here: cell count, cytotoxicity flag
# MT stabilize HCS Hoechst-high %: second read-out of MT stabilize HCS, no call of its own (marks repeat the call); % Hoechst-high responders; measured here: nuclear condensation Hoechst responders;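 share of cells brighter than vehicle mean plus two SD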
# MT stabilize HCS cytotoxicity %: second read-out of MT stabilize HCS, no call of its own (marks repeat the call); toxicity, %; measured here: cytotoxicity by cell density;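 0% = mean cell density of plate MIN control wells and 100% = no cells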
# Autophagy mod cell loss 18 h: second read-out of Autophagy mod, no call of its own (marks repeat the call); toxicity, %; measured here: cell loss, nuclei count;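 cell loss after 18 h compound exposure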
# * hit, by the source's call; i = inactive; x = not tested or not shown.
# Fields – MT stabilize HCS, MT stabilize HCS Hoechst-high %, MT stabilize HCS cytotoxicity %, WT yeast gro inh, WT yeast gro inh mutant strain, Autophagy mod, Autophagy mod cell loss 18 h, HEK293 NOD2/NF-kB, Yfh1-off respiration, bCat nuc transl, bCat nuc transl cell count 5 µM, Insulin prom up, Insulin prom up cell count, Lipid droplet, Lipid droplet cells 6.5 µM, Dynein transport, Dynein transport cytoplasmic EGFP, Dynein transport nuclear GR-EGFP, Dynein transport cell count
1. CCOc1ncccc1C(=O)OCC(=O)Nc1ncc(C(F)(F)F)cc1Cl
    1.3, 1.6, 14, -6, 6, i, -4, 9%, i, -0.1, 963, 0.17, 984, 17, 736, 0.82, -0.24, 1.2, 0.0061
2. Cc1ccccc1CSCCNC(=O)CN(c1ccc2c(c1)OCO2)S(C)(=O)=O
    3.1, 2.9, 6.6, -6, -33, i, -6, -10%, i, 2.8, 1155, 0.58, 1321, 2, 727, -0.36, -0.24, -0.28, 1.1
3. COc1cc(N=c2ssnc2Cl)cc(OC)c1
    3.0, 1.7, 6.2, 10, 20, i, 1, 7%, i, x, x, 0.47, 1188, -18, 620, -4.2, 1.9, -1.6, -4.6
4. CC(CN(C)Cc1ccccc1)OC(=O)C1COc2ccccc2O1 (stereo not drawn)
    4.6, 2.3, 6.7, 14, 4, i, 9, 12%, i, x, x, 0.8, 916, x, x, 0.69, 1.3, 0.97, -0.08
5. CC1(C)Cc2c(C#N)c(N)n(-c3ccccc3)c(=O)c2CO1
    3.3, 2.5, 14, -23, 10, i, -9, 6%, i, -5.5, 1012, -0.14, 1260, x, x, 0.59, -0.16, 1.2, 0.51
6. Cc1ccc(C(=O)CSc2nnc(C)s2)cc1
    5.8, 2.4, 3.1, -5, -13, i, -13, -23%, i, -2.1, 979, 0.89, 1416, 5, 645, -0.25, -0.22, -0.51, 0.59
7. O=C(c1cc2ccccc2o1)c1nc2c(n1O)CCCCC2
    2.5, 1.6, 5.0, 9, -8, i, 1, -68%, i, x, x, -0.38, 1352, 15, 740, 0.61, 0.11, 0.83, -0.066
8. COC(=O)/C=C/S(=O)(=O)c1ccc(NC(C)=O)cc1
    1.1, 1.3, 9.3, 2, -6, i, -1, 15%, i, -6.5, 1069, -0.07, 1126, x, x, -3.9*, 1.1*, -1.5*, 0.57*
9. c1ccc(CNc2ncnc3sc4c(c23)CCCC4)nc1
    2.9, 3.1, 2.9, 15, -2, i, 20, -44%, i, 0.2, 1096, -0.09, 1239, 14, 739, 1.2, -0.33, 0.96, -0.39
10. COc1ccccc1C1CCCN1Cc1nc(-c2cc3c(cc2Cl)OCO3)oc1C (stereo not drawn)
    2.4, 0.6, 5.1, 29, 12, i, 20, 2%, i, 0.8, 1037, -0.18, 1472, -2, 678, 1.6, -0.075, 1.4, -1.3
11. CCOC(=O)C1C(CC)NC(=S)NC1(C)O (stereo not drawn)
    2.2, 1.5, 6.5, 1, 13, i, 16, 6%, i, -0.7, 1085, 0.28, 1167, 0, 685, 1.3, -0.017, 0.8, -0.7
12. O=S(=O)(NCc1ccc(F)cc1)c1ccc2c(c1)OCCO2
    1.6, 1.9, 8.0, 37, 5, i, -5, -4%, i, -2.4, 1135, 0.15, 1114, x, x, -0.39, -0.2, -0.038, 0.33
13. CCCOc1ccc(C(=O)NCCc2ccccc2)cc1
    4.3, 1.0, 2.2, -6, -16, i, 38, -108%, i, 2.0, 1123, -0.11, 1580, 0, 700, 0.68, -0.25, 0.15, 0.1
14. O=C(CC1(O)C(=O)Nc2ccccc21)c1ccccc1O (stereo not drawn)
    1.7, 1.5, 7.9, -15, 0, i, -12, 2%, i, -3.6, 933, 0.4, 1556, x, x, 1.2, -0.2, 1.5, -0.52
15. CC1=CC2=NC(=O)/C(=C\c3cccn3CCOc3cc(C)ccc3C)C(=N)N2O1
    14, 35, 17, 33, -2, i, 2, -3%, i, 1.8, 998, x, x, -32, 606, 0.29, -0.23, 0.27, 0.16
16. CCOc1ccccc1Cn1c(=O)oc2ccc(C)cc21
    1.9, 0.3, 30, 22, 0, i, 2, -2%, i, -0.5, 1252, -0.56, 1027, 0, 658, -0.33, 0.47, 0.47, -0.17
17. O=c1cc(N2CCc3ccccc3C2)[nH]c(=O)n1Cc1ccc(F)cc1
    2.5, 2.2, 12, 2, -3, i, -1, 5%, i, -2.0, 450, x, x, 14, 688, 3.1, 0.064, 2.6, -1.9
18. Cc1ccc(NC(=O)c2ccccc2Cl)cc1-n1cnnn1
    3.5, 1.0, 5.5, 4, -1, i, 5, -14%, i, 0.2, 1027, -0.38, 1448, 3, 669, 0.71, -0.36, 0.92, 0.28
19. OCCNCCNCc1ccccc1OCc1ccccc1
    1.5, 1.6, 2.1, 24, 2, i, 12, -3%, i, 0.1, 1526, x, x, 17, 672, -0.73, -0.25, -0.51, 1.1
20. O=C(CSc1nnc(CCCO)n1-c1ccccc1)Nc1nccs1
    5.9, 2.1, 4.2, -16, -27, i, 24, 4%, i, -2.2, 1053, -0.65, 1197, x, x, -1, -0.19, -0.3, 0.081
21. CCOC(=O)C(NCc1ccccc1OC)(NC(=O)c1ccccc1)C(F)(F)F (stereo not drawn)
    3.2, 1.5, 6.4, 2, 24, i, 0, 14%, i, 2.9, 1323, -0.06, 1516, x, x, 1.1, -0.13, 0.7, -0.86
22. CCC(C)(C(=O)NC1CCCC1)N(Cc1cccs1)C(C)=O (stereo not drawn)
    1.8, 1.6, 22, 6, -4, i, -2, 4%, i, -5.3, 1173, 0.06, 1281, -18, 695, -0.11, 0.39, 0.44, -0.17
23. Cc1cccc2nc(CSc3nc4ccc([N+](=O)[O-])cc4[nH]3)cn12
    2.6, 2.0, 3.4, 3, -6, i, 21, 8%, i, 3.5, 1119, -0.17, 1463, -12, 740, 0.55, -0.24, 0.42, -0.073
24. COc1ccc(NS(=O)(=O)c2ccc(-n3nnc4ccccc43)c([N+](=O)[O-])c2)cc1
    3.6, 3.5, 8.7, -12, -11, i, 14, 29%, i, x, x, x, x, -3, 738, -0.68, -0.2, -0.41, 0.47
25. CC(C)CN1C(=O)C(=O)N(CC(=O)N2CCC(Cc3ccccc3)CC2)C1=O
    1.8, 0.9, 4.0, 3, -19, i, 16, -9%, i, -1.3, 1083, -0.53, 1303, -16, 620, 1.6, -0.047, 0.76, -0.3
26. CCc1nc2ccccc2n(CC)c1=O
    9.2, 2.8, 7.2, -3, 0, i, 2, 8%, i, -2.0, 936, 0.69, 1203, x, x, -0.97, -0.23, -0.36, 0.46
27. Cc1cc(NC(=O)CSc2nc(C(C)C)nc3sc(C)c(C)c23)no1
    2.4, 1.8, 4.8, -5, 2, i, -11, -4%, i, -3.5, 1154, -0.65, 1236, 11, 731, -0.64, -0.2, -0.33, 1.5
28. COc1ccc(NC(=O)CSc2nnc3n2CCCCC3)cc1
    3.2, 2.1, 3.6, 6, 15, i, -4, -14%, i, -2.6, 1102, 0.02, 1330, 1, 712, 0.49, -0.23, 0.43, 0.048
29. COc1ccc(Nc2nc(-c3cccs3)nc3ccccc23)c(OC)c1
    2.7, 4.6, 9.8, 21, 20, i, -8, -3%, i, -0.1, 1011, -0.57, 1268, 19, 635, 3.8, 0.039, 1.6, -1.4

# As entered above:
# compound 18 | Dynein transport = 0.71
# compound 9 | Lipid droplet = 14
# compound 21 | Insulin prom up cell count = 1516
# compound 17 | Lipid droplet = 14

# A draw from above in order of number of heavy atoms, largest number first:
# Fields – MT stabilize HCS, MT stabilize HCS Hoechst-high %, MT stabilize HCS cytotoxicity %, WT yeast gro inh, WT yeast gro inh mutant strain, Autophagy mod, Autophagy mod cell loss 18 h, HEK293 NOD2/NF-kB, Yfh1-off respiration, bCat nuc transl, bCat nuc transl cell count 5 µM, Insulin prom up, Insulin prom up cell count, Lipid droplet, Lipid droplet cells 6.5 µM, Dynein transport, Dynein transport cytoplasmic EGFP, Dynein transport nuclear GR-EGFP, Dynein transport cell count
20. O=C(CSc1nnc(CCCO)n1-c1ccccc1)Nc1nccs1
    5.9, 2.1, 4.2, -16, -27, i, 24, 4%, i, -2.2, 1053, -0.65, 1197, x, x, -1, -0.19, -0.3, 0.081
7. O=C(c1cc2ccccc2o1)c1nc2c(n1O)CCCCC2
    2.5, 1.6, 5.0, 9, -8, i, 1, -68%, i, x, x, -0.38, 1352, 15, 740, 0.61, 0.11, 0.83, -0.066
9. c1ccc(CNc2ncnc3sc4c(c23)CCCC4)nc1
    2.9, 3.1, 2.9, 15, -2, i, 20, -44%, i, 0.2, 1096, -0.09, 1239, 14, 739, 1.2, -0.33, 0.96, -0.39

# An excerpt from above in order of the Dynein transport cell count value, smallest number first:
cpd | canonical_smiles | Dynein transport cell count
10 | COc1ccccc1C1CCCN1Cc1nc(-c2cc3c(cc2Cl)OCO3)oc1C (stereo not drawn) | -1.3
12 | O=S(=O)(NCc1ccc(F)cc1)c1ccc2c(c1)OCCO2 | 0.33
2 | Cc1ccccc1CSCCNC(=O)CN(c1ccc2c(c1)OCO2)S(C)(=O)=O | 1.1

# An excerpt. The share of hits here may be higher or lower than overall.
